From PubChem
SW480 rerep: A quantitative high throughput screen for small molecules that induce DNA re-replication in SW480 colon adenocarcinoma cells. SW480 DNA re-replication, Hoechst DNA content imaging, 48 h. Potency, µM (series often up to 46.1 µM), for inactives: at the top dose re-replication activation, hits mostly activators. actives 1.8% (n = 340,000); further: % of control where 0% means no effect; nearly all actives have a fitted effect of over 55% in size
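SW480 cells exposed to compounds for 48 hr at 37 C, 5% CO2, then Hoechst-stained 40 min. Nuclear DNA content imaged by fluorescence scanning (405 nm excitation, 500-530 nm emission); re-replication scored as increased high-intensity nuclei.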
TDP-43 yeast inh: qHTS of TDP-43 Inhibitors; actives 1.8% (n = 410,000); AID 652104, 2013; TDP-43 expressing yeast growth rescue, BacTiter-Glo, 24 h; Potency, µM (series often up to 46.1 µM), inactives show at the top dose growth rescue (activation), usual class: activators; further: % of control where 0% means no effect; nearly all actives have a fitted effect of over 50% in size
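Galactose-induced TDP-43 yeast, OD600=0.02, compound pinned; 24 hr, 30 deg C; BacTiter-Glo luminescence for growth. Inhibitors of TDP-43 toxicity read as activators.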
HT1080 IDH1KD tx: qHTS for induction of synthetic lethality in tumor cells producing 2HG: qHTS for the HT-1080-IDH1KD cell line | actives 2% (n = 360,000) | AID 686971, 2013 | HT-1080 IDH1 knockdown viability, ATP luminescence, 48 h | Potency, µM (titrated, usually from 46.1 µM), inactives show at the highest dose activity, negative = toxicity, actives largely listed as cytotoxic;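 further: 0% = DMSO wells and -100% = cell-free medium wells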
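Luminescent ATP read-out (CellTiter-Glo, 10 min at room temperature) after 48 h compound exposure at 37 °C gave viability of IDH1-knockdown HT-1080 cells. Activity was normalised to DMSO and cell-free wells, then fitted as concentration-response curves.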
GLP-1R inv ag: qHTS of GLP-1 Receptor Inverse Agonists (Inhibition Mode). HEK293 GLP-1R CRE-luciferase, luminescence, 24 h; GLP-1R form is constitutively active. actives 1.6% (n = 410,000). Potency, µM (series often up to 38.3 µM), inactives show top-dose activity change, negative = inhibition, most hits filed as inhibitors; further: on the % scale 0 is the no-effect control and ±100 the full control effect; nearly all actives have a fitted effect of over 55% in size
Target sequence (P43220 whole entry, looked up): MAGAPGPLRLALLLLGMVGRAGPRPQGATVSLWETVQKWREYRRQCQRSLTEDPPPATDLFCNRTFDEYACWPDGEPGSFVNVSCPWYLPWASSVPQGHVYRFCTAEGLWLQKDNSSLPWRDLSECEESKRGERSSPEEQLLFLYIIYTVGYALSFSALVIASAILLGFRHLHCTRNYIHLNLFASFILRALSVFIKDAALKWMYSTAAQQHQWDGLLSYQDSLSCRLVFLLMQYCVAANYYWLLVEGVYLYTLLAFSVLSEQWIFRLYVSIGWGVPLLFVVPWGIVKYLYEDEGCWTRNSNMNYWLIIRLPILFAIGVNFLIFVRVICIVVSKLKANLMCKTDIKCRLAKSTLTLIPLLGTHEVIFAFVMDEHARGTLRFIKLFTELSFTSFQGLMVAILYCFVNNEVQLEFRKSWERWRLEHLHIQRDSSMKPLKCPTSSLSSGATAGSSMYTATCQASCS
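HEK293 cells stably co-expressing constitutively active GLP-1R and a cAMP-responsive luciferase reporter were seeded in DMEM with 10% Nu serum, given compounds after 12 h, and incubated 24 h at 37 deg C. Luminescence was then read.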
GLP1R cytotox: qHTS of GLP-1 Receptor Inverse Agonists: Cytotox Screen; HEK293 cAMP-luciferase reporter cells, luminescence, 24 h; Potency, µM (series often up to 38.3 µM), inactives show at the highest dose activity change, negative = inhibition, most hits filed as inhibitors; actives 0.13% (n = 410,000); AID 624418, 2012;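 further: loss of luciferase light is scored as toxicity; on the % scale 0 is the no-effect control and ±100 the full control effect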
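A 23 nL compound transfer followed 12 hours of cell culture at 37 deg C; exposure then lasted 24 hr. Luciferase assay detection reagent was dispensed and plates read for luminescence after a 12 min room-temperature wait.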
KB-V1 cytotox: qHTS assay for MDR1-selective chemotherapeutics: Primary screen using the drug-selected MDR subline cells KB-V1. Potency, µM (highest dose often 46.1 µM), without a hit: at the top dose activity change, negative = cytotoxicity, hits mostly cytotoxic. actives 3.4% (n = 400,000). KB-V1 MDR cells viability, CellTiter-Glo, 72 h. AID 1347076, 2019; further: on the % scale 0 is the no-effect control and ±100 the full control effect; nearly all actives have a fitted effect of over 60% in size
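KB-V1 cells (P-gp-expressing MDR subline of KB-3-1) in phenol-red-free DMEM with 10% FBS were exposed to library compounds over a concentration series for 72 h at 37 degrees C. Viability read by CellTiter-Glo luminescence; concentration-effect curves fitted after normalization.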
HT1080-NT tox: qHTS for induction of synthetic lethality in tumor cells producing 2HG: qHTS for the HT-1080-NT fibrosarcoma cell line; HT-1080-NT fibrosarcoma viability, CellTiter-Glo ATP luminescence, 48 h; Potency, µM (titrated, usually from 46.1 µM), for the others: at the highest dose activity, negative = less viability, actives largely listed as cytotoxic; actives 1.6% (n = 360,000); AID 686970, 2013;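 further: NT is the 2HG producing partner of a matched IDH1 knockdown line; 0% = DMSO-treated cells and -100% = media-only wells without cells; nearly all actives have a fitted effect of over 55% in size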
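Read-out is CellTiter-Glo luminescence after 10 minutes at room temperature, following 48 hours' compound treatment of HT-1080-NT cells (750 cells/well, RPMI, 5% FBS, 37 degrees C).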
KB-3-1 cytotox: qHTS assay for MDR1-selective chemotherapeutics: Primary screen using the parental adenocarcinoma cell KB-3-1; Potency, µM (series often up to 46.1 µM), without a hit: at the highest dose activity change, negative = cytotoxic, actives largely listed as cytotoxic; KB-3-1 viability, CellTiter-Glo ATP luminescence, 72 h; actives 1.4% (n = 400,000); AID 1347075, 2019; further: on the % scale 0 is the no-effect control and ±100 the full control effect; nearly all actives have a fitted effect of over 60% in size
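KB-3-1 cells, DMEM (no phenol red) + 10% FBS; compound by pin transfer, 72 h, 37 °C. Readout: CellTiter-Glo luminescence after 10 min. Data normalized, curve-fitted.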
GLP1R ag: qHTS of GLP-1 Receptor Agonists | Potency, µM (series often up to 45.6 µM), for inactives: at the highest dose activation, most hits filed as activators | Glucagon-like peptide 1 receptor (Homo sapiens), P43220 | actives 0.007% (n = 380,000) | HEK293 GLP-1R CRE-luciferase, luminescence, 4-6 h; cells express a hypersensitive GLP-1R form; further: % of control where 0% means no effect
The depositor's hits bear a star; [ ] = another dose, or the depositor's remark. The call rests on the fitted dose curve; in most records, active means well fitted curve in the direction sought with a large enough effect; inconclusive means small, poorly fitted or top-dose-only effect, or another doubt; inactive means no such curve, though single readings can be large; an effect the other way counts as inactive or inconclusive. Potency means the concentration at half of the fitted maximal effect.

What do the screens show for `CCOC(=O)C1CCCN(Cc2cc(Br)c(OC)cc2OC)C1` (stereo not drawn)?
SW480 rerep: -1%; TDP-43 yeast inh: -24%; HT1080 IDH1KD tx: -24%; GLP-1R inv ag: -10%; GLP1R cytotox: -1%; KB-V1 cytotox: 10µM*; HT1080-NT tox: -2%; KB-3-1 cytotox: 10%; GLP1R ag: 0%

How did O=C(Nc1ccc(OC(F)(F)F)cc1)C1CC(c2ccc(F)cc2)=NO1 (stereo not drawn) do in these assays?
SW480 rerep: 2%; TDP-43 yeast inh: -7%[0.397 µM]; HT1080 IDH1KD tx: 14%; GLP-1R inv ag: -24%; GLP1R cytotox: -10%; KB-V1 cytotox: 7%; HT1080-NT tox: -4%; KB-3-1 cytotox: 3%; GLP1R ag: 1%

What do the screens show for `CC(=O)Nc1ccc(/C=N/NC(=O)c2cccc(S(=O)(=O)N3CCOCC3)c2)cc1`?
SW480 rerep: -3%; TDP-43 yeast inh: -26%; HT1080 IDH1KD tx: inconclusive; GLP-1R inv ag: 10%; GLP1R cytotox: -2%; KB-V1 cytotox: 12%; HT1080-NT tox: -22%; KB-3-1 cytotox: -14%; GLP1R ag: 5%

Results for CCCCCCN=CC1=C(O)CC(C)(C)CC1=O ?
SW480 rerep: 0%; TDP-43 yeast inh: 7%; HT1080 IDH1KD tx: 3%; GLP-1R inv ag: 0%; GLP1R cytotox: 8%; KB-V1 cytotox: -10%; HT1080-NT tox: 9%; KB-3-1 cytotox: 5%; GLP1R ag: 7%

Results for CSc1ccc(Cn2c(C)c(C(=O)NCc3cccc(Cl)c3)sc2=O)cc1 ?
TDP-43 yeast inh: -15%; HT1080 IDH1KD tx: inconclusive; GLP-1R inv ag: inconclusive; GLP1R cytotox: -3%; KB-V1 cytotox: 9.2µM*; HT1080-NT tox: -17%; KB-3-1 cytotox: -32%; GLP1R ag: 1%

Results for O=C(/C=C/c1ccc(-c2ccccc2[N+](=O)[O-])o1)c1ccccc1 ?
SW480 rerep: inconclusive; TDP-43 yeast inh: inconclusive; HT1080 IDH1KD tx: -26%; GLP-1R inv ag: inconclusive; GLP1R cytotox: -13%; KB-V1 cytotox: -23%; HT1080-NT tox: -28%; KB-3-1 cytotox: -17%; GLP1R ag: 25%

What do the screens show for `COc1ccccc1NC(=O)CSc1ccc(-c2ccco2)nn1`?
SW480 rerep: -2%; TDP-43 yeast inh: inconclusive; HT1080 IDH1KD tx: 7%; GLP-1R inv ag: 34%[activator]; GLP1R cytotox: 24%; KB-V1 cytotox: inconclusive; HT1080-NT tox: 0%; KB-3-1 cytotox: 20%; GLP1R ag: 18%

How did COc1ccccc1C1CC(=O)Oc2cc(OC)c(OC)c(OC)c21 (stereo not drawn) do in these assays?
SW480 rerep: -4%; TDP-43 yeast inh: 23%; HT1080 IDH1KD tx: 2%; GLP-1R inv ag: 13%; GLP1R cytotox: -3%; KB-V1 cytotox: 0%; HT1080-NT tox: 2%; KB-3-1 cytotox: 12%; GLP1R ag: 5%

What do the screens show for `Cc1[nH]c(=O)cc2ccccc12`?
SW480 rerep: -7%; TDP-43 yeast inh: -21%; HT1080 IDH1KD tx: 20%; GLP-1R inv ag: 0%; GLP1R cytotox: -18%; KB-V1 cytotox: 4%; HT1080-NT tox: 19%; KB-3-1 cytotox: -6%; GLP1R ag: -1%

How did Cc1cc(NC(=O)CSCCO)no1 do in these assays?
SW480 rerep: -1%; TDP-43 yeast inh: 27%; HT1080 IDH1KD tx: 4%; GLP-1R inv ag: -1%; GLP1R cytotox: -17%; KB-V1 cytotox: 1%; HT1080-NT tox: 7%; KB-3-1 cytotox: -3%; GLP1R ag: -6%

How did CS(=O)(=O)N1CCN(c2ccc(NC(=O)C(c3ccccc3)c3ccccc3)cc2)CC1 do in these assays?
SW480 rerep: 0%; TDP-43 yeast inh: -15%; HT1080 IDH1KD tx: -7%; GLP-1R inv ag: -28%; GLP1R cytotox: 6%; KB-V1 cytotox: 8%; HT1080-NT tox: -6%; KB-3-1 cytotox: 10%; GLP1R ag: -5%

What do the screens show for `Cc1ccccc1NC(=O)Cc1cccc(C(F)(F)F)c1`?
SW480 rerep: 2%; TDP-43 yeast inh: inconclusive; HT1080 IDH1KD tx: 13%; GLP-1R inv ag: inconclusive; GLP1R cytotox: 11%; KB-V1 cytotox: -7%; HT1080-NT tox: 8%; KB-3-1 cytotox: -5%; GLP1R ag: 6%

How did CCc1nc2ccc(C(=O)Nc3ccc4c(c3)OCC(=O)N4)cn2c1N(C)C(=O)Cc1ccccc1 do in these assays?
TDP-43 yeast inh: 10%; HT1080 IDH1KD tx: 1%; GLP-1R inv ag: 30%; GLP1R cytotox: 2%; KB-V1 cytotox: 1%; HT1080-NT tox: 7%; KB-3-1 cytotox: 0%; GLP1R ag: 11%

Results for CCCCCCc1cc2cc(-c3nnc(-c4cc(OC)c(OC)c(OC)c4)o3)c(=O)oc2cc1O ?
SW480 rerep: 8.2µM*; TDP-43 yeast inh: 8%; HT1080 IDH1KD tx: -9%; GLP-1R inv ag: -1%; GLP1R cytotox: 228%[activator]; KB-V1 cytotox: inconclusive; HT1080-NT tox: -2%; KB-3-1 cytotox: inconclusive; GLP1R ag: -7%

What do the screens show for `Cc1cccnc1C(NC(=O)C1CCN(Cc2ccc(Oc3ccccc3)cc2)CC1)c1ccc(F)cc1` (stereo not drawn)?
TDP-43 yeast inh: 5%; HT1080 IDH1KD tx: inconclusive; GLP-1R inv ag: inconclusive; GLP1R cytotox: -18%; KB-V1 cytotox: inconclusive; HT1080-NT tox: 21µM*; KB-3-1 cytotox: inconclusive; GLP1R ag: -1%

Results for COc1cccc(/C=N/Nc2ncnc(Cl)c2N)c1O ?
SW480 rerep: inconclusive; TDP-43 yeast inh: inconclusive; HT1080 IDH1KD tx: 4.1µM*; GLP-1R inv ag: inconclusive; GLP1R cytotox: -22%; KB-V1 cytotox: inconclusive; HT1080-NT tox: 8.2µM*; KB-3-1 cytotox: inconclusive; GLP1R ag: -10%

How did CCCNC(=O)C1(CC2CC(c3ccccc3)=NO2)CCN(C(=O)C2CCCC2)CC1 (stereo not drawn) do in these assays?
SW480 rerep: 3%[9.22 µM]; TDP-43 yeast inh: 16%; HT1080 IDH1KD tx: 1%; GLP-1R inv ag: 0%; GLP1R cytotox: 1%; KB-V1 cytotox: -23%; HT1080-NT tox: 6%; KB-3-1 cytotox: 1%; GLP1R ag: -2%

How did Cn1c(=O)oc2cc(S(=O)(=O)NC(Cc3ccccc3)C(=O)NCc3ccc(F)cc3)ccc21 (stereo not drawn) do in these assays?
TDP-43 yeast inh: 2%; GLP-1R inv ag: 10%; GLP1R cytotox: -1%; KB-V1 cytotox: 10%; KB-3-1 cytotox: -1%

Results for Cc1nn(C(=O)c2cccc([N+](=O)[O-])c2)c(C)c1Br ?
SW480 rerep: -5%; TDP-43 yeast inh: -12%; HT1080 IDH1KD tx: 23%; GLP-1R inv ag: 10%; GLP1R cytotox: -12%; KB-V1 cytotox: 9%; HT1080-NT tox: 24%; KB-3-1 cytotox: 2%; GLP1R ag: 2%

What do the screens show for `COc1ccc(C(CC(=O)c2ccccc2)S(=O)(=O)c2ccc(C)cc2)cc1` (stereo not drawn)?
SW480 rerep: inconclusive; TDP-43 yeast inh: -9%; HT1080 IDH1KD tx: 1%; GLP-1R inv ag: 9%; GLP1R cytotox: -13%; KB-V1 cytotox: 24%; HT1080-NT tox: 16%; KB-3-1 cytotox: -5%; GLP1R ag: 1%

Results for CCOC(=O)c1[nH]c2ccc(OC)cc2c1NC(=O)/C=C/c1ccc2c(c1)OCO2 ?
SW480 rerep: 2%; TDP-43 yeast inh: 0%; HT1080 IDH1KD tx: inconclusive; GLP-1R inv ag: 36%[activator]; GLP1R cytotox: 14%; KB-V1 cytotox: 0%; HT1080-NT tox: inconclusive; KB-3-1 cytotox: -16%; GLP1R ag: 0%

How did Cc1cccc(N/C=C/C(=O)c2cccs2)c1C do in these assays?
SW480 rerep: -59%[inhibitor]; TDP-43 yeast inh: inconclusive; HT1080 IDH1KD tx: -6%; GLP-1R inv ag: inconclusive; GLP1R cytotox: 18%; KB-V1 cytotox: inconclusive; HT1080-NT tox: -7%; KB-3-1 cytotox: -21%; GLP1R ag: -35%[inhibitor]

How did CC(O)(c1ccccc1)C(C(c1ccccc1)N1CCOCC1)N1CCOCC1 (stereo not drawn) do in these assays?
SW480 rerep: -1%; TDP-43 yeast inh: -14%; HT1080 IDH1KD tx: 3%; GLP-1R inv ag: 8%; GLP1R cytotox: -1%; KB-V1 cytotox: inconclusive; HT1080-NT tox: 1%; KB-3-1 cytotox: -12%; GLP1R ag: -9%

How did O=C(COc1ccc(/C=N/NC(=O)c2cc3ccccc3o2)cc1Cl)Nc1ccccc1 do in these assays?
SW480 rerep: 8%; TDP-43 yeast inh: -4%; HT1080 IDH1KD tx: inconclusive; GLP-1R inv ag: 4.5µM*; GLP1R cytotox: inconclusive; KB-V1 cytotox: 9.2µM*; HT1080-NT tox: inconclusive; KB-3-1 cytotox: 7.3µM*; GLP1R ag: -1%
